From PubChem
Growth percent in the NCI-60 one-dose screen (48 h, 10 µM unless noted): 100 = growth as untreated, 0 = no growth, -100 = all killed.
HCC-2998: HCC-2998 colon cancer | 79,000 tested, 4.7% active | AID 1794799
SF-295: SF-295 CNS cancer cells. 79,000 tested, 5.6% active. AID 1794758
SNB-19: SNB-19 CNS cancer cells; 81,000 tested, 2.5% active; AID 1794751
SF-268: SF-268 CNS cancer cells; 82,000 tested, 3.1% active; AID 1794759
SNB-75: SNB-75 CNS cancer; 79,000 tested, 5% active
U251: U251 CNS tumor cells; AID 1794753; 80,000 tested, 5.4% active
PC-3: PC-3 prostate cancer cells; 80,000 tested, 3.9% active; AID 1794754
SF-539: SF-539 CNS cancer; 81,000 tested, 6.8% active; AID 1794752
Active calls of the source: *; / = not tested or not shown; & = joins results of further samples; [ ] = remark or other dose. Rule for the calls: active = growth percent below 10; inactive = the rest. Random draw from the library, and some 10% of all compounds hit somewhere here.

SMILES	HCC-2998	SF-295	SNB-19	SF-268	SNB-75	U251	PC-3	SF-539
COc1cc2cc(Sc3ccc(NC(=O)Nc4ccc(Cl)c(Cl)c4)cc3)c(C)nc2cc1OC	101	56	85	73	86	70	56	86
N#Cc1cnn2c1NC(=O)CC2C(=O)O (stereo not drawn)	103	115	101	100	108	100	99	103
C=C1CCc2occ(C)c2[C@H]2[C@H]1[C@@]13O[C@@]1(C[C@@H](C)C3=O)[C@H]1O[C@@]21C	100	109	100	108	98	107	74	100
Cc1ccc2c(c1)nc(-c1ccccc1)n2CC(=O)N=Nc1c(O)[nH]c2ccc(Cl)cc12	-71*	-62*	-62*	2.3*	-83*	-78*	-51*	-90*
Cc1ccc(C(=O)c2cnc(=S)[nH]c2-c2ccc(Br)cc2)cc1	119	111	102	95	90	103	108	96
CNN(C)c1ccccc1C	/	105	114	81	108	105	86	101
CCOC(=O)c1c(NC(=O)c2ccc(Cl)cc2)sc2c(CN(C)C)c(O)ccc12	-72*	83	80	79	79	54	73	57
CC1CCC2(CC1)N=C(N)N=C(N)N2c1ccc(S(=O)(=O)Nc2ccccn2)cc1 (stereo not drawn)	108	103	96	101	77	106	100	99
CCN1CCN(Cc2ccc(NC(=O)Nc3ccc(-n4ccc5c(NC(=O)c6ccccc6)nccc54)cc3)cc2C(F)(F)F)CC1	68	-19*	-14*	42	-88*	-76*	55	-48*
c1ccc(C2=NC3(CCCCC3)N=C2c2ccccc2)cc1	103	106	97	104	95	93	91	90
COc1ccc(-c2cc(-c3ccc4ccccc4c3)c(C#N)c(=O)[nH]2)cc1S(N)(=O)=O	99	98	86	98	94	100	96	93
N#CCCCOc1ccc(Cl)cc1Cl	113	102	114	103	94	104	97	97
CCN(CC)CCOc1ccc(C(=O)/C=C\c2ccc(Cl)cc2Cl)cc1	24	63	57	55	83	25	23	30
O=C(/C=C/c1cc2ccccc2[nH]c1=O)c1ccc(C(=O)/C=C/c2cc3ccccc3[nH]c2=O)cc1	107	111	100	111	100	102	98	101
COc1ccccc1Nc1nnc(-c2ccc(F)cc2)o1	103	97	99	95	93	95	91	98
CCN1CCN(CCCN(C[C@H]2Cc3ccccc3CN2)[C@H]2CCCc3cccnc32)CC1	102	91	85	76	85	79	77	94
CC[C@H]1[C@@H]2C=C[C@@H]3[C@H]4C/C=C\C(=O)NCCC[C@@H]5NC(=O)/C(=C(O)/C=C/[C@@H]4C[C@@H]3[C@H]2C[C@H]1C)C5=O	53	-53*	-41*	-56*	-86*	47	-35*	-21*
CC(C)CCC[C@@H](C)[C@H]1CC[C@H]2[C@@H]3CC=C4c5sc(Nc6cc(F)cc(F)c6)nc5CC[C@]4(C)[C@H]3CC[C@]12C	113	99	101	102	97	99	100	103
Cc1cc2nc(C(C)O)[nH]c2cc1C (stereo not drawn)	106	97	95	100	81	114	88	106
CCCC(C)C(O)C(C)C (stereo not drawn)	82	102	99	105	94	105	92	106
COc1ccc(/C=C/C(=O)c2nnn(-c3ccc(C(=O)O)cc3)c2C)cc1OC	106	103	96	99	99	94	98	92
CCNC(=S)NNC(=S)N/N=C/c1cc(OC)c(OC)c(OC)c1	98	111	99	97	80	98	88	91
COc1ccc(NC(=O)NN2C(=O)c3ccccc3N(C)C2c2ccc(OC)cc2)cc1 (stereo not drawn)	113	101	94	107	91	105	89	100
Cc1[nH]c(/C=C/C(=O)c2ccc(C(F)(F)F)c(F)c2)c(C)c1C(=O)NC1CCCCC1	108&105	101&99	98&98	100&94	89&85	92&104	93&95	98&100
COc1ccc(/C=C2\N=C3SC=C(/N=c4\scc(-c5ccccc5)n4-c4ccccc4)N3C2=O)cc1	101	/	104	94	88	/	94	105
CCCCCCC1CCCCN1C(c1ccccc1)C(O)c1ccccc1 (stereo not drawn)	47	65	67	78	78	53	38	79
Cc1[nH]ncc1NC(=O)c1cncc(C#Cc2cnc3ccc(OCC4(C)COC4)nn23)c1	128	121	109	98	148	101	93	76
CC1(C)OC(C)(C)C(=N\O)/C1=N/N	104	102	106	135	78	/	98	98
CCN(CC)CC1CN(/N=C/c2ccc([N+](=O)[O-])o2)C(=O)O1 (stereo not drawn)	101	104	101	95	92	99	90	102
CN(C)c1nc(NCCNS(=O)(=O)c2ccc(C3=Nc4c(N)nc(N)nc4NC(c4ccc(F)cc4)C3)cc2)nc(Nc2ccc(F)cc2)n1 (stereo not drawn)	29	57	46	32	59	32	19	-25*
Cn1c(=O)c2c(nc(Oc3ccccc3)n2C)n(C)c1=O	103	103	104	105	86	102	94	104
O=c1c2sc3ncc(Br)cc3c2ncn1-c1cccc(Cl)c1	104	/	90	64	16	33	82	81
CCN(CC)CCN1CC(=O)Nc2cc(Cl)ccc21	102	103	104	108	92	100	91	105
CCOC(=O)c1cc(/C=C/c2ccc(Cl)cc2Cl)on1	82	18	/	89	59	6.7*	44	-48*
COc1ccc(-c2nc3c(c(-c4ccc(Cl)cc4)nn3-c3ccccc3)c(-c3ccc(O)cc3)c2C#N)cc1	70	-6.3*	62	46	35	34	24	28
O=C(CNCCO)Nc1ccc2ncnc(Nc3ccc(OCc4cccc(F)c4)c(Cl)c3)c2c1	97	95	82	78	88	70	84	88
Nc1c(C(=O)Nc2cccc(Cl)c2)sc2nc3c(cc12)CN(Cc1ccccc1)CC3	102	104	99	88	85	100	80	100
C=C1CC[C@@H]2[C@]3(C)COC(c4cn[nH]c4-c4ccccc4)O[C@@H]3CC[C@@]2(C)[C@@H]1C/C=C1/C(=O)OCC1O (stereo partly drawn)	17	50	45	36	105	-19*	33	-75*
O=C1CCCC2=C1C(c1c[nH]c3ccc(Br)cc13)Cc1cc(Br)ccc1N2 (stereo not drawn)	68	-9.4*	33	52	40	32	9.8*	29
O=C(/C=C1\C(=O)Nc2ccccc21)/C=C1/C(=O)Nc2ccccc21	/	100	105	112	66	85	82	94
Cc1ccc(Cl)cc1N	101	104	119	108	90	104	96	102
O=C(CSc1nnc(-c2cc(-c3ccc(Cl)cc3)nc3ccccc23)n1-c1ccccc1)c1ccccc1	103	99	100	91	89	105	89	99
CC1(C)Oc2cc3oc(C(=O)O)cc(=O)c3cc2-c2ccccc21	102	/	92	96	81	99	94	99
CN(C)Cc1cccc(-c2ccccc2)c1O	100	97	104	104	91	109	90	104
CCOc1ccccc1/C=N\N=C(N/N=C/c1ccccc1OCC)N/N=C/c1ccccc1OCC	24	9.6*	22	/	22	13	3.9*	/
NC(=O)[C@@H]1Cc2ccccc2CN1C(=O)c1ccc2c(c1)-c1ccccc1C2	112[50 µM]	89[50 µM]	86[50 µM]	91[50 µM]	88[50 µM]	87[50 µM]	71[50 µM]	93[50 µM]
C/C(=N/NC(=O)c1sc(=S)n(C)c1N)c1cc2cc(Cl)ccc2o1	/	109	99	80	144	97	101	99
C[C@@H]1C(=O)O[C@H]2[C@H]1CC/C(COC(=O)OCCCCCOC(=O)OC/C1=C/CC[C@@]3(C)O[C@H]3[C@H]3OC(=O)[C@@H](C)[C@@H]3CC1)=C\CC[C@@]1(C)O[C@@H]21	108	104	98	98	98	97	90	100

One compound at a time (already shown). Values in the order: HCC-2998, SF-295, SNB-19, SF-268, SNB-75, U251, PC-3, SF-539
`O=C(/C=C1\C(=O)Nc2ccccc21)/C=C1/C(=O)Nc2ccccc21` is listed as /, 100, 105, 112, 66, 85, 82, 94
`Nc1c(C(=O)Nc2cccc(Cl)c2)sc2nc3c(cc12)CN(Cc1ccccc1)CC3` is listed as 102, 104, 99, 88, 85, 100, 80, 100
`CC1(C)Oc2cc3oc(C(=O)O)cc(=O)c3cc2-c2ccccc21` is listed as 102, /, 92, 96, 81, 99, 94, 99
`CN(C)Cc1cccc(-c2ccccc2)c1O` is listed as 100, 97, 104, 104, 91, 109, 90, 104

Remaining list, next part:
SMILES	HCC-2998	SF-295	SNB-19	SF-268	SNB-75	U251	PC-3	SF-539
COC(=O)C(C)(C)C1Oc2cc(C)c(Cl)cc2C(=O)/C1=C\O (stereo not drawn)	104	103	107	100	97	92	96	101
CC(C)N1CCOC1c1ccccc1 (stereo not drawn)	105	95	94	108	101	103	104	100
CCOc1cccc(C(=O)Nc2ccc(-c3nc4ccccc4[nH]3)cc2)c1	100	107	109	103	101	97	98	120
COc1ccccc1-c1ccc2c(C)nc3oc(-c4cc(OC)c(OC)c(OC)c4)nc3c2n1	92	96	110	88	91	101	78	99
O=C(c1ccccc1)c1ccc(OCC2CO2)cc1 (stereo not drawn)	113	102	104	95	93	95	98	103
Cc1c2ccccc2[n+](C)c2ccccc12	96	69	76	77	93	53	53	92
COC(=O)C#CC(=O)OC	101	126	102	111	/	105	101	117
Cc1ccc2nc(NC(=O)CSc3nc(-c4ccccc4)c(C(=O)O)c(=O)[nH]3)sc2c1	107	101	97	111	91	103	95	105
c1ccc(-c2ccc(-c3nc4ccccc4[nH]3)cc2)cc1	88	101	106	78	55	91	77	99
CO[C@@H]1[C@@H](OC)N(C(=O)c2ccc(Cl)cc2)C(=O)N1C(=O)c1ccc(Cl)cc1	98	96	98	102	95	97	93	95
O=C1NC(=O)/C(=C/c2ccccc2OCc2cc3ccccc3nc2Cl)S1	114	72	39	59	47	58	112	71
COc1cc2ncnc(Sc3nnc(NC(=O)c4ccccc4)s3)c2cc1OC	105	96	99	104	99	96	98	97
O=c1cc(COc2ccc(N=Cc3ccccn3)cc2)c2cc(Br)ccc2o1	100	96	102	92	99	96	90	101
C=CCc1ccc(OCCOCCCl)c(OC)c1	119	98	99	103	92	91	89	100
CNC(=O)Cn1nnc(C(=O)OC)c1CCc1ccccc1	98	98	97	99	88	94	98	105
Cn1cc(-c2cc3nc(-c4cn(C)c5ncc(Br)cc45)cc(N)n3n2)c2ccccc21	-89*	-60*	-27*	12	/	-69*	-15*	-90*
Cc1ccc(-c2cc(-c3cc4ccccc4nc3Cl)[nH]c(=O)n2)cc1	-1.3*	16	3.6*	6.4*	-17*	-24*	21	-43*
CC(=O)N1N=C(c2ccccc2)CC1c1sc(N(C)Cc2ccccc2)nc1Cl (stereo not drawn)	104	98	103	92	90	101	102	108
O=c1[nH]c2ccccc2c2ccc(Cl)cc12	104	97	95	100	86	81	92	77
COC(=O)C(=O)C(Cc1ccccc1)NC(=O)c1[nH]c2ccccc2c(=O)c1C (stereo not drawn)	99	96	98	99	93	97	101	94
Clc1ccc2c3c(cccc13)CC2	94	102	108	102	94	102	109	107
CCc1cccc(Sc2cc(C(=O)N3Cc4ccc(OCCN(C)C)cc4C3)ccc2O)c1	75	78	71	64	121	55	55	89
C[C@@H]1CCC[C@H]1CC(N)C(=O)O (stereo partly drawn)	103	106	117	105	103	114	97	105
COc1cc(/C=N/NC(=O)Cn2c(C(C)C)nc3ccccc32)ccc1OCc1ccccc1	106	103	91	102	90	94	80	108
COc1ccc(/C=C/C(=O)O)cc1OC	102&119	105&107	107&102	99&108	103&97	103&100	98&95	105&102
CC(CC(=O)O)S(=O)(=O)c1ccc([N+](=O)[O-])cc1 (stereo not drawn)	120	102	101	98	105	92	90	105
C=CC[C@@H](C[C@@H](C)CC[C@H]1O[C@]1(C)C(O)CC(=C)C(C)C)OC(C)=O (stereo partly drawn)	119	94	95	103	110	104	89	108
O=S(=O)(Nc1ccsc1-c1nc(-c2ccccc2)no1)c1cc(Cl)cc(Cl)c1	104	98	99	93	73	98	87	91
CCCCn1c(O)c(C=N)c(=O)n(CCCC)c1=O	95	99	119	103	74	96	103	98
CC1NC(=O)COC1c1ccccc1 (stereo not drawn)	112	166	100	99	112	97	104	97
CC1(C)OC1(C#N)c1ccccc1 (stereo not drawn)	119	119	111	98	84	107	108	105
O=C(CCCn1c(O)c(/C=C2\C=Nc3ccccc32)sc1=S)Nc1ccc(O)cc1	104	92	96	96	88	97	/	97
Cc1nc(C)c(-c2nn3c(-c4cccc(F)c4)nnc3s2)s1	105	100	94	98	113	93	89	104
CCC(CC(C)C)Nc1ccc(NC(CC)CC(C)C)cc1 (stereo not drawn)	96	95	98	72	97	75	-11*	107
CCC(CC)C(=O)OCC(=O)[C@@]1(O)CC[C@H]2[C@@H]3CCC4=CC(=O)CC[C@]4(C)[C@H]3[C@@H](O)C[C@@]21C	/	126	94	97	115	115	84	90
CCCCCC(O)c1ccccc1 (stereo not drawn)	105	140	109	47	87	104	116	104
COc1ccc2cc([C@H](C)C(=O)N/N=C/c3cccc(Cl)c3)ccc2c1	100	92	90	115	109	97	69	91
CCO/C=N/c1c(C#N)cnn1-c1cccc(F)c1	104	101	105	99	96	99	114	95
